# Efflux pump mplx: inhibitors of Candida antifungal efflux pumps expressed in yeast. S. cerevisiae Candida pump triplex, Nile Red efflux. inhibition, % at 10 µM. 330,000 tested, 0.44% active;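 active = plate passing quality check with inhibition over a set limit, or well fluorescence over plate mean plus 4 SD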;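 also: Nile Red retained in pooled yeast measured as flow cytometry median fluorescence; 0% = buffer negative control and 100% = Enniatin B positive control; higher means more Nile Red kept so more efflux inhibition; some compounds called inactive have numbers as strong as hits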
# MEX-5 binding: C. elegans MEX-5 TCR-2 RNA binding activity. MEX-5/FITC-TCR2 RNA binding, fluorescence polarization; stronger effect = lower value. activity score (negative = inhibition of binding), % at 10 µM. 300,000 tested, 0.38% active. AID 1832;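 active = inhibition past about -25% in most replicates, and total fluorescence under double the plate's negative control median, limit read from the data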;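 also: 0% = DMSO and -100% = 5 µM competing unlabeled TCR2 RNA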
# EBNA-1 inhibitor: blocks EBNA-1 binding to DNA. EBNA-1 DNA binding, fluorescence polarization. inhibition, % at 14.8 µM. 300,000 tested, 0.34% active. AID 1950; in the data active = inhibition above about 28%
# ZTA counter: blocks Epstein-Barr virus ZTA, an EBNA-1 counter-screen | P03206 | ZTA-DNA binding, fluorescence polarization | inhibition, % at 11 µM | 320,000 tested, 0.15% active | AID 2234; in the data active = inhibition above about 33%
# Target sequence (P03206 whole entry, looked up): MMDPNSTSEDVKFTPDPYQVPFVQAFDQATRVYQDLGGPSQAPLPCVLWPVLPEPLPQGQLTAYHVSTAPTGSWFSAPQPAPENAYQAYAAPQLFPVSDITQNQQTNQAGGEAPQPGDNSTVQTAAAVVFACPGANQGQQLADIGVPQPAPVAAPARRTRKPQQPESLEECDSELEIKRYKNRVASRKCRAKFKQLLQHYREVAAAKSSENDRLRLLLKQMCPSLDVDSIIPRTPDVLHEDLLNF
# CR mimetic SO: caloric restriction mimetics inhibiting age-related superoxide in yeast; S. cerevisiae aged cells, superoxide DHE fluorescence; stronger effect = lower value; superoxide response (% of plate mean), % at 10 µM; 330,000 tested, 0.18% active; AID 2690;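 active = superoxide response under a set limit, about three screen SD below normal, cut at about 65% in these data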;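 also: yeast aged for seven days with compound at 30 °C before DHE staining; 100% = average MFI of all compound-treated wells on the plate with controls excluded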
# GLD-1 RNA inh: GLD-1-TGE RNA interaction inhibition (C. elegans); Q17339; purified GLD-1 + fluorescein TGE RNA, fluorescence polarization; inhibition, % at 5.96 µM; 320,000 tested, 0.44% active; AID 2280;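 active = percent inhibition above a per-plate cutoff, the plate mean of test compounds plus 3 SD, cut at about 30% in these data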;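 also: 0% = DMSO wells with GLD-1 and probe and 100% = wells lacking GLD-1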
# Fam108B inh: counter-screen for RBBP9 inhibitors: inhibitors of mouse Fam108B; recombinant Fam108B, FP-Rh probe fluorescence polarization; inhibition, % at 9.51 µM; 300,000 tested, 0.33% active; AID 1947;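 active = inhibition above the screen mean inhibition plus 3 SD, computed separately per campaign, cut at about 18% in these data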;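 also: inhibitors lower polarization as less probe binds the enzyme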
# MCL1 BIM primary: inhibitors of human MCL1 binding to BIM-BH3 peptide | AID 2057 | 320,000 tested, 0.68% active | inhibition, % at 10.9 µM | Q07820 | GST-MCL1 / FITC-Bim-BH3 fluorescence polarization;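 active = inhibition above the mean inhibition of all tested compounds plus 3 SD, set per campaign, cut at about 40% in these data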;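 also: 0% = DMSO wells and 100% = unlabeled Bim-BH3 peptide control; higher means more loss of mP so more displacement of Bim peptide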
# Target sequence (Q07820 whole entry, looked up): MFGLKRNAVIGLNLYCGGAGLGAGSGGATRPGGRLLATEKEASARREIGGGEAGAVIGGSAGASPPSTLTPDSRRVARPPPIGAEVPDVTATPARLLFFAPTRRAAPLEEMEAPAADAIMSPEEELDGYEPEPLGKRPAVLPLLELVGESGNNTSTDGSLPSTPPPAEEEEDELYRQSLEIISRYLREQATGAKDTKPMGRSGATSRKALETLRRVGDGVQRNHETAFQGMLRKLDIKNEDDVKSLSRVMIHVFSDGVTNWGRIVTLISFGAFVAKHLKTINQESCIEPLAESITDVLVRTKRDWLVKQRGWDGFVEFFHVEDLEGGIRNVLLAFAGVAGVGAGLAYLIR
# Bcl-xL primary: Bcl-xL (human) inhibition. inhibition, % at 10.9 µM. GST-Bcl-xL / FITC-Bim BH3 peptide fluorescence polarization. 320,000 tested, 0.7% active. AID 2129;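 active = inhibition above the mean of all tested compounds plus 3 SD, cutoff set per campaign, cut at about 30% in these data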;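 also: 0% = DMSO wells and 100% = unlabeled Bim-BH3 peptide competitor; inhibitors lower millipolarization by displacing the labeled peptide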
# Target sequence (Q07817 whole entry, looked up): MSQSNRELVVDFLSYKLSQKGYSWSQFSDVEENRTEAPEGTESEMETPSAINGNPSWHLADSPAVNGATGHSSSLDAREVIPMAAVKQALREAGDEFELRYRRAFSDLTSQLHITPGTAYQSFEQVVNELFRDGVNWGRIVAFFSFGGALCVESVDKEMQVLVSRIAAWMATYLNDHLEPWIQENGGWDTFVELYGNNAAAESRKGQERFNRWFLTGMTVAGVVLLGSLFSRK
# * hit, by the source's call; . = no result given. Rows were taken by chance. Share with any hit: about 2.3%.
# Sequence of screens: Efflux pump mplx, MEX-5 binding, EBNA-1 inhibitor, ZTA counter, CR mimetic SO, GLD-1 RNA inh, Fam108B inh, MCL1 BIM primary, Bcl-xL primary
CC(=O)O[C@H]1C(=O)[C@@]2(C)[C@H]([C@H](OC(=O)c3ccccc3)[C@]3(O)C[C@H](OC(=O)[C@H](O)C(NC(=O)c4ccccc4)c4ccccc4)C(C)=C1C3(C)C)[C@]1(OC(C)=O)CO[C@@H]1C[C@@H]2O (stereo not given in full)
  0.1, -2.7, -8, -13, 94, 4, -5, 1, 4
Cc1ccc(C(c2nnnn2Cc2cccs2)N2CCN(Cc3ccc4c(c3)OCO4)CC2)cc1 (stereo not given)
  0.1, 1.5, -12, -10, 111, 6, -4, 0, 2
CCCc1nnc(SCC(=O)N2CCOCC2)n1CCCOC
  0.0, 0.6, 1, 9, 102, 3, -2, 1, 6
COc1cc(C2CC(=O)Nc3c2c(=O)nc2c(C)cccn32)cc(OC)c1OC (stereo not given)
  1.1, -0.5, -6, -4, 103, 8, 1, 1, 3
Cc1ccc(S(=O)(=O)N2CCN(S(=O)(=O)N3CCC(C)CC3)CC2)c(C)c1
  0.1, 0.9, -3, -2, 103, -2, -2, 8, 4
CN1/C(=C\C(=O)COC(=O)c2ccc(O)cc2)C(C)(C)c2ccccc21
  -0.1, -6.6, -8, 2, 99, -7, -9, 0, -1
CNc1nnc(-c2ccc(N(C)C)cc2)s1
  0.1, ., -2, 3, 105, 4, -1, -9, -10
C=CCN1C(=O)c2cccc3c(Br)ccc(c23)C1=O
  -0.1, -2.5, -9, 5, 89, 0, -2, -3, 7
COc1ccc(C2SCC(=O)N2c2ccc(OC)cc2)cc1 (stereo not given)
  0.0, -0.3, -1, -3, 101, 5, 3, 0, 3
Cc1ccc2cc(C#N)c(SCC(=O)N3CCCC3)nc2c1
  0.1, 0.1, -2, 3, 106, -2, 3, -2, 1
Cc1ccc(C(=O)N/C(=C\c2ccco2)C(=O)N2CCCCC2)cc1
  0.0, -0.3, -4, 0, 93, 7, -2, 6, 9
O=C(CCS(=O)(=O)c1ccc2c(c1)NC(=O)CS2)NCc1ccccc1Cl
  0.2, 3.8, 2, -13, 110, 1, 2, -1, 7
O=C(/C=C/c1cccnc1)c1ccc(NC(=O)c2cccc(Br)c2)cc1
  0.5, 0.3, -7, 15, 100, 4, -44, -8, 2
CCOC(CNC(=O)C1CCN(S(=O)(=O)c2ccc3nc4c(c(C(=O)O)c3c2)CCCCC4)CC1)OCC
  -0.1, 1.1, 4, 2, 82, 4, 1, -1, 5
CCOC(=O)c1[nH]c(C)c(C(=O)OCC(=O)N(Cc2ccccc2)C(C)C)c1C
  -0.1, ., ., 1, 94, 5, ., 2, -4
COc1ccc(NC(C(=O)Nc2cccc(C(C)=O)c2)c2ccccc2)cc1 (stereo not given)
  0.0, -1.6, -8, -2, 100, 5, 2, 0, 1
COC(=O)c1cc(OC)ccc1-c1ccc(OC)cc1
  0.0, 0.6, 9, -7, 75, 2, -1, 5, 4
CC(C)CNS(=O)(=O)c1ccc(CCC(=O)NCc2ccncc2)cc1
  0.1, -4.3, 4, 3, 89, 0, 0, -3, 1
CCCCN(C)C(=O)CSc1nc(NCc2ccc(OC)cc2)c2ccccc2n1
  1.2, 2.3, -12, -9, 127, 11, -1, -6, 2
Cc1ccc(CNC(=O)COC(=O)c2ccc(Br)o2)cc1
  0.0, ., ., 2, 87, 1, ., 1, -3
COc1ccccc1NC(=O)CNC(=O)c1ccc(F)cc1
  0.0, -2.2, 7, 11, 97, 3, 1, 8, 7
O=C(Nc1ccccc1C(=O)N1CCOCC1)c1ccncc1
  -0.1, 0.6, -6, -8, 114, 1, 6, 4, 9
Oc1ccc(Br)cc1-c1ccnn1-c1ccccc1
  0.3, -3.4, -13, 15, 97, 4, -3, 6, 4
CN(CCCC(=O)Nc1ccc(OC(F)F)cc1)S(=O)(=O)c1ccc(F)cc1
  -0.2, 0.0, 10, 0, 109, 1, -1, -6, -1
COc1cc(C(=O)Oc2c(CN3CCOCC3)cc(Cl)c3cccnc23)cc(OC)c1OC
  -0.1, 2.9, 3, -2, 91, 6, 2, 7, 10
CCC(C)[C@H](NC(=O)C1CC(=O)N(c2ccc3c(c2)OCCO3)C1)C(=O)N1CCCCC1 (stereo not given in full)
  -0.1, 1.0, -1, 2, 99, 6, 3, -8, -1
CCOc1cc(C=O)ccc1OCC(N)=O
  -0.1, 1.3, -3, -10, 82, 6, 3, 4, 4
Cc1cc(/C=C2\SC(=O)N(C)C2=O)c(C)n1-c1ccc(S(N)(=O)=O)cc1
  0.0, 0.5, 0, -8, 99, -9, -7, -19, -8
COc1cccc(C2C3(C#N)C(N)=NC(OC)(OC)C23C#N)c1 (stereo not given)
  0.0, 1.4, -4, 4, 101, 9, 5, 1, 1
CC(=O)N1CCN(C(=O)c2ccc3c(c2)S(=O)(=O)c2ccccc2C3=O)CC1
  -0.1, 1.6, 6, 20, 47*, -6, 10, 6, -1
COc1ccc(C(C)(C)C)cc1NC(=O)COC(=O)C1=NNC(=O)CC1
  0.1, ., ., 7, 109, 4, ., 3, 1
Cc1ccc(C)c(-n2c(SCC(N)=O)nnc2-c2ccccn2)c1
  -0.1, -2.6, 4, -8, 95, 3, 6, 2, 2
CCN(CC)CCNC(=O)c1cn(CC)c2ccc(S(=O)(=O)N(C)C3CCCCC3)cc2c1=O
  0.1, -2.2, -12, -14, 103, 2, -3, 3, 6
CC(C)(C)NS(=O)(=O)c1ccc(C(=O)Nc2ccc3c(c2)OCO3)cc1
  0.0, -0.8, -9, -8, 107, 3, 1, 7, 6
CCOc1cccc(-c2nn3c(-c4ccccn4)nnc3s2)c1
  0.0, 1.4, 11, -8, 93, 2, -3, 7, 6
Cc1ccc2[nH]c(C)c(CC(=O)O)c2c1
  0.0, 2.8, -11, -7, 81, 8, 3, 10, 14
CCOC(=O)C1=C(N)N(c2ccc(N3CCCCC3)cc2)C(=O)C1
  -0.1, 2.2, -1, 5, 88, 4, 7, -4, 3
O=C(Nc1ccc([N+](=O)[O-])cc1)N1CCCCCC1
  0.1, -1.6, -11, 2, 113, -1, -2, -6, 3
CC(NCc1ccccc1OC1CCCC1)c1ccccc1 (stereo not given)
  0.0, ., -8, -5, 102, 2, -3, 8, 3
COc1ccc(CNC(=O)CN(C(=O)CCC(=O)Nc2ccccn2)c2ccc(C)cc2)cc1
  0.3, -2.7, 1, 8, 105, 0, -2, -3, 3
CC(NC(=O)c1ccccc1)C(=O)OCn1nnc2ccccc2c1=O (stereo not given)
  0.2, ., ., 8, 112, 1, ., -1, 0
CCOC(=O)N1CCC(NC(=O)CS(=O)Cc2nc(-c3ccc(Cl)cc3)oc2C)CC1 (stereo not given)
  0.8, -2.0, 2, 1, 122, 0, -6, 1, 5
COc1ccccc1NC(=O)NC1CCCc2ccccc21 (stereo not given)
  -0.5, -1.7, 2, -6, 103, 3, 4, 6, 3
O=C(Cc1ccc(F)cc1)N/N=C/c1ccc2c(c1)OCO2
  -0.1, -0.1, 12, -43, 100, -1, 1, 9, 7
OC(COc1ccc2c(c1)OCO2)CN1CCN(c2ccccc2)CC1 (stereo not given)
  -0.1, 0.4, -4, -19, 88, 1, 2, 11, 7
COc1ccc(C)cc1NC(=O)C1CCCN1S(=O)(=O)c1ccc2c(c1)CCC(=O)N2 (stereo not given)
  -0.4, ., 2, -18, 114, -7, 4, 1, 0
CCCCCOC(=O)C1=C(C)NC(=O)NC1c1ccc(N(C)C)cc1 (stereo not given)
  -0.1, -1.6, -5, -3, 101, 2, -2, 2, 6
COc1ccc(OC)c2[nH]c(=O)c(CCNC(=O)c3ccc4c(c3)OCO4)cc12
  0.7, 2.6, 6, -4, 91, -1, 1, -4, 3
CC(=O)C(=Cc1ccc(C(=O)O)cc1)C(C)=O
  0.2, -0.8, -12, 10, 106, 1, -2, 4, 4
CC1=C(C(N)=O)C(c2ccccc2F)n2nc(CCCO)nc2N1 (stereo not given)
  0.5, -0.9, 6, 2, 72, 7, 0, -2, -4

# The list continues.
# Sequence of screens: Efflux pump mplx, MEX-5 binding, EBNA-1 inhibitor, ZTA counter, CR mimetic SO, GLD-1 RNA inh, Fam108B inh, MCL1 BIM primary, Bcl-xL primary
COc1ccc(NC(=O)COC(=O)CNS(=O)(=O)/C=C/c2ccccc2)cc1OC
  0.3, ., ., -17, 81, -5, ., -6, -7
Cc1cccc(NC(=O)C2CCN(S(=O)(=O)c3cccs3)CC2)n1
  -0.2, 0.0, 4, -9, 94, 2, 4, 5, 2
CC(C)CCn1c(-c2nonc2N)nc2ccccc21
  -0.2, 0.8, -10, -4, 94, 0, -1, 0, 4
Cn1c(SCc2ccc(F)cc2)nnc1-c1cccs1
  -0.1, 0.4, 8, 6, 87, -2, 4, -4, -7
Cc1ccsc1C(=O)OCC(=O)N1CCN(C(=O)c2ccco2)CC1
  -0.1, -0.3, 2, -10, 94, 4, 2, 9, 6
O=C1CCCC(=O)N1c1ccc(N2CCN(c3ccccc3)CC2)c([N+](=O)[O-])c1
  -0.2, -0.2, 8, -12, 105, 4, 2, 4, 3
COc1cccc(C2=NOC(C(=O)NCc3ccccc3)C2)c1 (stereo not given)
  0.1, 1.2, 9, 5, 78, 0, 2, 2, 5
CC(C)C(=O)Nc1cccc(NC(=S)NC(=O)C(c2ccccc2)c2ccccc2)c1
  0.1, 2.0, 1, 21, 99, 8, -37, 8, 6
Cc1cccc(C2c3[nH]c4ccccc4c3CCN2C(=O)Cc2nc(-c3ccccc3)n[nH]2)n1 (stereo not given)
  0.5, -0.4, -24, -1, 105, -2, -3, 9, 7
c1ccc(CN2C3=NCCCN3c3ccccc32)cc1
  -0.1, 0.5, 0, 2, 104, -3, -6, -7, -3
CCS(=O)(=O)c1ccc(C(=O)NC2CC2)c(Cl)c1Cl
  0.1, 1.1, 5, 2, 94, -3, -2, -1, 3
CC(=O)c1c(C)[nH]c(C(=O)COc2cc(C)cc(C)c2)c1C
  -0.2, ., 12, -20, 98, 7, 0, -2, -3
Cn1c(N)c(S(=O)(=O)N2CCN(c3ccccc3Cl)CC2)c(=O)n(C)c1=O
  0.0, 4.4, 5, 1, 104, 5, -1, 6, 4
COCc1cc(=O)[nH]c2cc(NC(=O)C3CC3)c(C)cc12
  -0.2, 1.1, -1, -8, 89, 0, 1, 6, 5
COc1cc(/C=N/NC(=O)COc2ccc(C)cc2)ccc1OC(=O)c1cccs1
  2.1*, -0.9, -1, -25, 106, 1, -41, -26, -14
CC(C)(C)Nc1nc(C(N)=O)nc(N2CCOCC2)n1
  0.1, -0.4, -7, -8, 96, 4, -1, -10, 2
O=C(N/N=C/c1ccc(O)cc1)c1[nH]c2ccc(Br)cc2c1-c1ccccc1
  0.0, -5.2, 3, -10, 100, 6, -2, -2, -2
CCCn1c2ccccc2c2cnn(CC(=O)NCCCN3CCCC(C)C3)c(=O)c21 (stereo not given)
  0.0, 2.1, -2, -11, 105, -2, 2, -1, 2
CCc1ccc(OCC(=O)NC(C)(C)C)cc1
  0.0, 0.8, 2, -1, 95, 1, -1, -6, 0
CCOc1ccc(OCC)c(NC(=O)CN2CCN(c3cccc(C)c3)CC2)c1
  0.0, -1.2, -10, 7, 96, 4, 1, 1, 5
CC(C)(C)CC(=O)Nc1cc2c3c(c1)CC(=O)N3CCC2
  -0.1, -1.6, -10, -9, 85, -2, 1, 4, 2
COc1cc(/C=C2\C(=N)N3N=C(S(C)(=O)=O)SC3=NC2=O)cc(OC)c1OCCOc1ccc(C)cc1
  0.1, 0.4, 1, -5, 85, 3, -3, 6, 6
O=C(NCCO)C(=O)c1c(-c2ccc(Cl)cc2)cc2ccccn12
  0.1, -2.2, 3, 6, 127, 3, 2, 3, 8
Cc1c(N=NC2=C(O)CCCC2=O)c(=O)n(-c2ccccc2)n1C
  -0.3, -23, 2, -5, 98, 1, -1, 10, 9
